Compound activity: PubChem BioAssay, Sanford-Burnham Center for Chemical Genomics
mIAP act = increases mouse intestinal alkaline phosphatase activity; AID 2805; activation factor at 10 µM; muIAP, CDP-Star luminescence, 30 min; hits give high values; 1 = vehicle-only enzyme signal, 0 = enzyme-free wells; 0.24% of 330,000 active;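 active = activation factor of at least 2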; also: the source names both 10 and 20 µM as test concentration; values of inactives mirror those of a sister screen read the other way
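System: Mouse IAP enzyme | Also added: CDP-Star substrate | Dosing: Compounds dispensed in DMSO | Schedule: 30 min enzyme-substrate-compound incubation at room temperature | Technique: Chemiluminescence readout | Control set: DMSO-only wells and no-enzyme negative control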
PfGluPho inh = PfG6PD (Plasmodium falciparum) enzyme inhibition. 0.78% of 350,000 active. PfGluPho enzyme, NADPH resazurin-diaphorase fluorescence. AID 504690. inhibition, % at 20 µM;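 active = inhibition reaching at least a set limit at 20 µM in the primary screen, cut at about 59% in these data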;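 also: 0% = DMSO wells with substrate and 100% = DMSO wells lacking glucose-6-phosphate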
mIAP block = mouse IAP inhibition | purified mouse IAP, CDP-Star luminescence, 30 min | inhibition, % at 10 µM | 0.2% of 330,000 active;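 active = inhibition of at least 40% at 10 µM in the primary screen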;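 also: plate controls were DMSO with enzyme for no effect and no enzyme wells for full effect; values of inactives mirror those of a sister screen read the other way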
APOBEC3A inh = inhibitors of human APOBEC3A DNA deaminase; recombinant A3A, FAM/TAMRA ssDNA deamination fluorescence; inhibition, % at 20 µM; P31941; 0.41% of 330,000 active;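 active = at least 40% inhibition at 20 µM here, with at most 30% in a related deaminase screen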;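 also: plate controls were A3A with DMSO for no effect and wells lacking A3A enzyme for full effect; some results filed as inactive read as strong as hits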
hIAP act = increases human intestinal alkaline phosphatase activity. P09923. purified human IAP, CDP-Star luminescence, 30 min; hits give high values; 1 = vehicle-only enzyme, 0 = enzyme-free background. activation factor at 10 µM. 0.16% of 330,000 active;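 active = activation factor of the enzyme at least 2-fold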; also: the source names both 10 and 20 µM as test concentration; values of inactives mirror those of a sister screen read the other way
Target sequence (P09923 whole entry, looked up): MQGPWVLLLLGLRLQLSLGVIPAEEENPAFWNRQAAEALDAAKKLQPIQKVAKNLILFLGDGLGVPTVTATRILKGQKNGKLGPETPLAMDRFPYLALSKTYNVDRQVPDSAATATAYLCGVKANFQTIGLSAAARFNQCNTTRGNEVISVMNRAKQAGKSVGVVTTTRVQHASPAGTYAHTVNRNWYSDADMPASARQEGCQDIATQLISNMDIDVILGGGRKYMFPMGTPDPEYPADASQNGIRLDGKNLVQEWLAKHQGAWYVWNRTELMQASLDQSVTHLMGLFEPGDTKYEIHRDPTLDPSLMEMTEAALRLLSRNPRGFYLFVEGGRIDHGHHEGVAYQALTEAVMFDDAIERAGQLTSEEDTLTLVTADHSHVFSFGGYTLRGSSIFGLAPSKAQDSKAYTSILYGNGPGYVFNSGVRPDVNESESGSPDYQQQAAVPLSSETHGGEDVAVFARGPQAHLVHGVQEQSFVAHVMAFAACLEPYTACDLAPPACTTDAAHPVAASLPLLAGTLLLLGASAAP
ATG4B inh = inhibitors of human ATG4B cysteine protease | Q9Y4P1 | ATG4B cleavage of LC3-PLA2, NBD-HPC fluorescence, 1 h | inhibition, % at 8.33 µM | 0.51% of 340,000 active; in the data active = inhibition above about 40%
Target sequence (Q9Y4P1 whole entry, looked up): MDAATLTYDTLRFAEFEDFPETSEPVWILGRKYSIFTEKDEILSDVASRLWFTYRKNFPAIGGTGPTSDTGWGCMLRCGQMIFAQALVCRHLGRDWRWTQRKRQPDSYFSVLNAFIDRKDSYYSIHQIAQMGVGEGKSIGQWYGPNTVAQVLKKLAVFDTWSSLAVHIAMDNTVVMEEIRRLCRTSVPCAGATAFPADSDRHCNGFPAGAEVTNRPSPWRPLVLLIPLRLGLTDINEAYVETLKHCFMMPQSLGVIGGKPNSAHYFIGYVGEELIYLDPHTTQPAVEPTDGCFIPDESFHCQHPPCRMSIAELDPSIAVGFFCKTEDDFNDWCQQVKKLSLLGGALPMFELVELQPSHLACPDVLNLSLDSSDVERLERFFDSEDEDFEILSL
HKDC1 inhibitor = inhibitors of human hexokinase HKDC1; Q2TB90; recombinant HKDC1, G6PDH/diaphorase resazurin coupled fluorescence; inhibition, % at 20 µM; 0.16% of 340,000 active; AID 493160;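 active = inhibition above about 35% when tested at 20 µM, limit read from the data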;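 also: plate controls were DMSO wells with enzyme for no effect and DMSO wells lacking enzyme for full effect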
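Material: recombinant HKDC1 hexokinase; Amount: HKDC1 at 5 µg/mL; Medium: Tris pH 8.0 buffer with MgCl2, Tween-20, BSA, BME; Schedule: 90 min reaction incubation at room temperature, dark; Technique: coupled resazurin fluorescence, excitation 525 nm, emission 613 nm.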
hIAP block = human IAP inhibition. P09923. purified IAP, CDP-Star luminescence, 30 min. inhibition, % at 10 µM. 0.12% of 330,000 active. AID 2544;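 active = inhibition reaching a set limit with compound at 10 µM in the primary screen, cut at about 35% in these data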;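 also: plate controls were DMSO wells with enzyme for no effect and no-enzyme buffer wells for full effect; values of inactives mirror those of a sister screen read the other way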
Starred values were filed as active, the others as inactive; . = not tested or not shown.

Start of the listing, in advance:
SMILES	mIAP act	PfGluPho inh	mIAP block	APOBEC3A inh	hIAP act	ATG4B inh	HKDC1 inhibitor	hIAP block
C=CCn1c(SCC(=O)Nc2ccc(N(C)C)cc2)nnc1-c1cccc(C)c1	0.96	-5	4	-4	0.91	4	-4	9
Cn1c(Cc2ccccc2)nnc1SCC(=O)N1CCN(c2ccccc2)CC1	0.99	1	1	-1	0.99	-14	-2	0
CC1CCCC(C)N1/N=C/c1ccccc1C(=O)O (stereo not given)	0.95	2	5	0	0.92	-14	-7	8
CCCCN(C)C(=O)c1nc2ccccn2c1CN(C)Cc1csc(C)n1	1	6	-1	0	0.96	-3	-3	4
O=C(NCC(c1cccnc1)N1CCN(c2ccc(F)cc2)CC1)C1CCCCC1 (stereo not given)	0.99	3	1	-5	1	5	-1	-2
CC1=N/C(=C/c2ccc([N+](=O)[O-])cc2)C(=O)N1c1ccc(Cl)cc1Cl	0.92	1	8	-1	0.87	5	-11	13
COc1cc2cc(C(N)=O)c(N)nc2cc1OC	1	41	-4	-14	1	-2	-3	-1
Cc1c(N(C)CS(=O)(=O)O)c(=O)n(-c2ccccc2)n1C	1	-2	-1	-5	1	4	-6	0
CCOC(=O)C1=C(CSc2nccn2C)NC(=O)NC1c1ccc(OC)cc1 (stereo not given)	0.99	-2	0	4	1	-12	-9	-2
CCNC(=S)N/N=C(\C)c1cc2ccccc2o1	0.93	4	7	-1	1	-6	-8	-1
COc1ccc(NC(=O)CNC(=O)Cn2cnc3sc4c(c3c2=O)CCCC4)cc1OC	0.96	1	4	-4	1.2	4	0	-19
CCc1ccc2c(c1)C(=O)c1ccccc1C2=O	0.92	-2	8	-4	0.94	19	13	6
CC1CCC(NC(=O)C(NS(=O)(=O)c2cccc3nsnc23)C(C)C)CC1 (stereo not given)	0.98	10	2	-1	1.2	-6	-8	-18
C=CCN(c1ccccc1OC)S(=O)(=O)c1ccc(Cl)c(C(=O)Nc2ccc(N3CCOCC3)cc2)c1	0.94	19	6	-3	0.95	-10	3	5
O=C(NCCCN1CCCCCC1)c1ccc2c(Cl)c3c(nc2c1)CCCC3	0.9	10	10	0	1	5	6	-2

Main list, from the start:
SMILES	mIAP act	PfGluPho inh	mIAP block	APOBEC3A inh	hIAP act	ATG4B inh	HKDC1 inhibitor	hIAP block
C=CCn1c(SCC(=O)Nc2ccc(N(C)C)cc2)nnc1-c1cccc(C)c1	0.96	-5	4	-4	0.91	4	-4	9
Cn1c(Cc2ccccc2)nnc1SCC(=O)N1CCN(c2ccccc2)CC1	0.99	1	1	-1	0.99	-14	-2	0
CC1CCCC(C)N1/N=C/c1ccccc1C(=O)O (stereo not given)	0.95	2	5	0	0.92	-14	-7	8
CCCCN(C)C(=O)c1nc2ccccn2c1CN(C)Cc1csc(C)n1	1	6	-1	0	0.96	-3	-3	4
O=C(NCC(c1cccnc1)N1CCN(c2ccc(F)cc2)CC1)C1CCCCC1 (stereo not given)	0.99	3	1	-5	1	5	-1	-2
CC1=N/C(=C/c2ccc([N+](=O)[O-])cc2)C(=O)N1c1ccc(Cl)cc1Cl	0.92	1	8	-1	0.87	5	-11	13
COc1cc2cc(C(N)=O)c(N)nc2cc1OC	1	41	-4	-14	1	-2	-3	-1
Cc1c(N(C)CS(=O)(=O)O)c(=O)n(-c2ccccc2)n1C	1	-2	-1	-5	1	4	-6	0
CCOC(=O)C1=C(CSc2nccn2C)NC(=O)NC1c1ccc(OC)cc1 (stereo not given)	0.99	-2	0	4	1	-12	-9	-2
CCNC(=S)N/N=C(\C)c1cc2ccccc2o1	0.93	4	7	-1	1	-6	-8	-1
COc1ccc(NC(=O)CNC(=O)Cn2cnc3sc4c(c3c2=O)CCCC4)cc1OC	0.96	1	4	-4	1.2	4	0	-19
CCc1ccc2c(c1)C(=O)c1ccccc1C2=O	0.92	-2	8	-4	0.94	19	13	6
CC1CCC(NC(=O)C(NS(=O)(=O)c2cccc3nsnc23)C(C)C)CC1 (stereo not given)	0.98	10	2	-1	1.2	-6	-8	-18
C=CCN(c1ccccc1OC)S(=O)(=O)c1ccc(Cl)c(C(=O)Nc2ccc(N3CCOCC3)cc2)c1	0.94	19	6	-3	0.95	-10	3	5
O=C(NCCCN1CCCCCC1)c1ccc2c(Cl)c3c(nc2c1)CCCC3	0.9	10	10	0	1	5	6	-2
CCCC(=O)N1CCN(c2ccc(NC(=O)c3ccc(N4CCCC4)c([N+](=O)[O-])c3)cc2Cl)CC1	0.8	-8	20	0	0.87	-6	-3	13
Cc1c(C(=O)OC/C(O)=C(\C#N)c2nc3ccccc3[nH]2)oc2ccccc12	0.79	-21	21	5	1.3	-5	-4	-27
COCCNC(=O)CSc1cc(=O)n(C)c2cc(Cl)ccc12	1	10	-1	-4	1.1	-5	-7	-12
CC(C)[C@H](NC(=O)NC1CCCc2ccccc21)C(=O)O (stereo not given in full)	0.99	-12	1	3	1.1	-4	-6	-13
O=C(c1ccc(CNS(=O)(=O)c2cccc(Cl)c2)cc1)N1CCCC1	1.1	-11	-10	-4	1	-8	-3	-2
CC1CC1C(=O)N(C)CC(=O)Nc1ccc(Cl)c(C(F)(F)F)c1 (stereo not given)	1.1	32	-6	-2	1	4	8	-2
COc1ccc(CCNC(=O)CSc2n[nH]c(N)n2)cc1OC	0.92	0	8	-3	0.87	-4	3	13
COc1ccc(-c2nc3c4c(ncn3n2)-c2ccccc2CC42CCCC2)cc1	0.9	0	10	-7	1.2	-2	-9	-15
Cc1ccc2c(c1)cc(CN(Cc1ccco1)C(=O)N1CCOCC1)c1nnnn12	1	13	0	1	0.99	-6	-2	1
CCOC(=O)c1sc(C)c2c(=O)n(Cc3ccc(Cl)cc3)cnc12	1	2	-1	-1	0.88	4	1	12
CCCC1(c2ccccc2)NC(=O)NC1=O (stereo not given)	0.93	12	7	-3	1.1	-10	-4	-6
CC1Oc2ccccc2N(Cc2ccc(F)cc2)C1=O (stereo not given)	1	-8	-1	4	1.1	2	0	-8
Cc1ccc(OCCC(=O)OC(C)C(=O)Nc2ccc(Cl)cn2)cc1 (stereo not given)	0.91	-4	9	-3	0.92	4	4	8
CCOC(=O)C[C@H]1c2ccc(C(F)(F)F)cc2S(=O)(=O)N1c1ccccc1	0.93	1	7	-1	1.1	4	3	-7
Cc1ccc(C)c(NC(=O)CN(C)C(=O)c2sccc2C)c1	0.97	-1	3	2	1.2	6	-4	-21

2 neighbouring compounds from above:
SMILES	mIAP act	PfGluPho inh	mIAP block	APOBEC3A inh	hIAP act	ATG4B inh	HKDC1 inhibitor	hIAP block
C=CCn1c(SCC(=O)Nc2ccc(N(C)C)cc2)nnc1-c1cccc(C)c1	0.96	-5	4	-4	0.91	4	-4	9
Cn1c(Cc2ccccc2)nnc1SCC(=O)N1CCN(c2ccccc2)CC1	0.99	1	1	-1	0.99	-14	-2	0

Other compounds follow:
SMILES	mIAP act	PfGluPho inh	mIAP block	APOBEC3A inh	hIAP act	ATG4B inh	HKDC1 inhibitor	hIAP block
C/C(=N\NC(=O)COc1cccc(Cl)c1)c1ccc2c(c1)OCCO2	1.2	0	-16	1	1	-13	12	0
O=C(COC(=O)CSc1ccc(F)cc1)NNC(=O)c1ccc([N+](=O)[O-])cc1	0.9	4	10	-2	0.99	-1	0	0
CC(=O)Nc1ccc(CN2CCCC(CCC(=O)NCc3ccccc3F)C2)cc1 (stereo not given)	1	-3	-4	-5	1.2	3	-15	-17
Cc1ccc(C(=O)NNc2cc(=O)n(C)c(=O)n2C)cc1C	1.1	5	-9	0	0.98	-10	-8	2
CC1=C(C#N)C(NC(=O)C2CC2)(C(F)(F)F)C(=O)N1 (stereo not given)	1.1	3	-9	3	1.1	2	-5	-10
CC(C)(C#N)NC(=O)C1CCCN1S(=O)(=O)c1ccc2ccccc2c1 (stereo not given)	1.1	-4	-7	-1	1.1	1	-5	-13
O=C(NCC(c1cccnc1)N1CCN(c2ccccc2F)CC1)OCc1ccccc1 (stereo not given)	1.1	-6	-7	-5	0.89	-8	-6	11
CCc1cc2c(COC(=O)c3cccc(NS(C)(=O)=O)c3)cc(=O)oc2cc1O	1	21	-1	3	1.1	-9	6	-8
O=S(=O)(c1ccccc1)c1ncc(C(F)(F)F)cc1Cl	0.95	6	5	-2	0.99	-5	-1	1
N#CCCN(CCC#N)c1nnc(-c2ccccc2)s1	0.98	-4	2	4	0.95	12	1	5
O=C(COc1ccccc1Cl)N1CCNC1=O	1	12	0	0	1.2	10	-1	-23
COc1cc(C(c2sc3nc(C)nn3c2O)N2CCOCC2)cc(OC)c1OC (stereo not given)	1	16	-1	4	1.1	-7	2	-10
COc1cc([N+](=O)[O-])cc(/C=N/NC(=O)c2ccc(C)nc2)c1O	0.83	-34	17	-1	0.99	6	-13	1
O=C(O)c1ccc([N+](=O)[O-])c(CS(=O)(=O)c2ccc(Cl)cc2)c1	1.1	-6	-8	2	0.92	-5	9	8
Cc1cccc(-n2cc(C#N)c(=O)[nH]c2=O)n1	0.89	-1	11	-1	1	-4	-11	-2
CC(C)c1ccc(OCc2nc(-c3ccccn3)no2)c(Br)c1	0.92	13	8	2	0.81	5	-1	19
O=C(CSc1ccc([N+](=O)[O-])cc1)Nc1ccccc1N1CCOCC1	0.89	31	11	1	1	-2	-3	-3
COc1ccccc1NC(=S)NCCSc1ccc(C)cc1	1.5	-9	-49	-3	1.2	15	-4	-17
CC(NC(=O)CC1Sc2ccccc2NC1=O)c1ccccc1 (stereo not given)	1	-11	-3	-1	1.2	8	13	-20
COc1ccccc1C1C(C#N)=C(N)Oc2c1oc(CO)cc2=O (stereo not given)	0.97	-4	3	-3	1	-14	-1	-1
O=C(CN1CC(=O)Oc2ccccc21)OCC(=O)c1ccccc1	0.97	-28	3	0	1.7	8	-1	-74
COc1ccc(CCNC(=O)CSc2nc3ccsc3c(=O)n2CC2CCC(C(=O)O)CC2)cc1OC (stereo not given)	0.95	-11	5	-4	0.89	2	-3	11
COCCn1c(NCc2ccccc2)nc2c1c(=O)[nH]c(=O)n2C	1.1	-6	-8	0	1.1	6	-2	-10
COc1ccccc1NC(=O)CSCC(=O)N1c2ccccc2CCc2ccccc21	0.93	-3	7	-2	0.97	-8	11	3
O=c1oc2ccccc2c(O)c1/C=N/c1ncccn1	1	2	-3	-1	0.88	-5	-5	12
COc1cccc(NC(=S)NCc2cccnc2)c1	1	-9	-4	1	1.1	13	-7	-10
O=S(=O)(Nc1ccc(Cc2ccncc2)cc1)c1cccs1	0.96	-6	4	2	0.98	4	1	2
COC(=O)/C=C1/N/C(=N\c2nc(C)cc(C)n2)N(c2ccc(C)c(C)c2)C1=O	1	-18	-4	-10	0.98	-5	-1	2
COc1cc(CN2CCCC(C)C2)cc([N+](=O)[O-])c1O (stereo not given)	0.93	24	7	-4	1.1	-4	-12	-7
O=C(c1ccc(Br)cc1)N1CCC2(CC1)NCCc1[nH]cnc12	0.92	-8	8	-3	0.89	1	0	11
C/C(=N\NC(=O)c1ccccc1)c1cccc(Br)c1	0.97	-10	3	-5	1.1	5	-3	-8
c1ccc(N=Nc2cn[nH]c2-c2ccco2)cc1	0.96	13	4	0	1.3	-16	-8	-35
CCCN(C(=O)COC(=O)COc1c(C)cccc1C)c1c(N)n(Cc2ccccc2)c(=O)[nH]c1=O	0.99	0	0	6	1.1	-6	-5	-10
COc1cc(OC)c(OC)cc1CNC1CCCCCC1	0.87	-4	13	0	0.86	4	-10	14
Cn1c(=O)c(=O)n(C)c2cc(S(=O)(=O)N3CCCC3C(=O)NCc3cccs3)ccc21 (stereo not given)	1	-3	-1	4	1	9	15	-2
O=C(c1cc2c(=O)n3ccccc3nc2s1)N1CCc2ccccc2C1	0.95	.	5	7	1	.	.	-1
COc1cc2c(cc1OC)CN(Cc1ccc(C)s1)CC2	1	-6	0	-4	1.1	-2	-6	-6

The order is random; any-hit rate near 2.4%.
